# AMA1 RON2 block: qHTS for Inhibitors of AMA1-RON; Towards Development of Antimalarial Drug Lead: Primary Screen; Plasmodium falciparum AMA1 (3D7) - RON2 peptide interaction; AlphaScreen AMA1-biotinylated RON2 peptide binding; Potency, µM (series often up to 58.2 µM), inactives show top-dose activity change, negative = inhibition, hits mostly inhibitors; 0.2% of 360,000 active;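 also: potency is read from the fitted curve at half-maximal effect; 0% = vehicle wells and -100% = peptide control; nearly all actives have a fitted effect of over 45% in size; some results filed as inactive show a strong effect at the top dose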
#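 AMA1 (3D7) with his tag at 25 nM final met compounds first, then biotinylated RON2 peptide at 25 nM; detection used donor plus acceptor beads, 10 µg/mL apiece, read by AlphaScreen after 30 min at room temperature.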
# HCMV inh: qHTS Assay for inhibitors of the human cytomegalovirus (HCMV) | HFF cells, HCMV-luciferase reporter, 72 h; stronger effect = lower value | activity change, negative = inhibition, % at 57.5 µM | 4.5% of 410,000 active; in the data active = activity change below about -60%; inconclusive = no clear call, values can overlap the other calls; inactive = above about -39%; also: % is scaled to controls: 0 for no effect and ±100 for the full control effect
#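 Human foreskin fibroblasts infected with luciferase-reporter HCMV at MOI 1 PFU/cell, compounds at two doses. Luciferase measured 72 h post infection; normalized to buffer-only basal and Salinomycin (10uM) controls.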
# Shiga toxin inh: A qHTS for Small Molecule Inhibitors of Shiga Toxin | Vero cells, Shiga toxin protein synthesis inhibition reporter | inhibition, % at 38.7 µM | 9.2% of 290,000 active | AID 2315, 2010; in the data active = inhibition mostly above about 28%, no sharp cut-off; inactive = mostly below about 43%; also: 0% is about no effect
# CHX counter: Cycloheximide Counterscreen for Small Molecule Inhibitors of Shiga Toxin. cell reporter, cycloheximide protein synthesis inhibition counterscreen. max response, %. 12% of 300,000 active. AID 2314, 2010; in the data active = max response mostly above about 13%, no sharp cut-off; inactive = mostly below about 14%; also: read at 38.3 µM for the half of the compounds with a filed dose; 0% is about no effect
# FBPA Giardia inh: qHTS Assay for Inhibitors of Fructose-1,6-bisphosphate Aldolase from Giardia Lamblia; A8B2U2; purified Giardia FBPA; Potency, µM (doses to about 59.6 µM), inactives show top-dose activity, negative = inhibition, hits mostly inhibitors; 0.71% of 290,000 active; also: potency is read from the fitted curve at half-maximal effect; % is scaled to controls: 0 for no effect and ±100 for the full control effect; nearly all actives have a fitted effect of over 55% in size
# Target sequence (A8B2U2 whole entry, looked up): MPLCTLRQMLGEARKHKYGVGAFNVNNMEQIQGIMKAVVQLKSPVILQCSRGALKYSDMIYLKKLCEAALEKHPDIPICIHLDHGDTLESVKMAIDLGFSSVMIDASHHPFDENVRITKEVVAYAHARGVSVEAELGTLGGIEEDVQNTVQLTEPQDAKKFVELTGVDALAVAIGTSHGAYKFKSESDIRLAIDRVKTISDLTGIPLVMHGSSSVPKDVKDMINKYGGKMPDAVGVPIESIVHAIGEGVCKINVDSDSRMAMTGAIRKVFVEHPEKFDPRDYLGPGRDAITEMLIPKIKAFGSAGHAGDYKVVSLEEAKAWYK
#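 40 nM FBPA preincubated 10 min at RT with compound (up to 57.5 uM final), then substrate plus GAPDH/TPI/NAD/arsenate coupling and diaphorase/resazurin added. Fluorescence read after 20 min at RT, 525/598 nm.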
# AmpC detergent: qHTS Inhibitors of AmpC Beta-Lactamase (assay with detergent) | AmpC hydrolysis of nitrocefin, absorbance 480 nm, 0.01% Triton | Potency, µM (titrated, usually from 114 µM), for inactives: at the highest dose activity change, negative = inhibition, actives largely listed as inhibitors | 0.041% of 370,000 active | AID 485294, 2010;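 also: potency is read from the fitted curve at half-maximal effect; 0% = no-compound wells and -100% = no-enzyme wells; nearly all actives have a fitted effect of over 25% in size; some results filed as inactive show a strong effect at the top dose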
# Target sequence (P00811 whole entry, looked up): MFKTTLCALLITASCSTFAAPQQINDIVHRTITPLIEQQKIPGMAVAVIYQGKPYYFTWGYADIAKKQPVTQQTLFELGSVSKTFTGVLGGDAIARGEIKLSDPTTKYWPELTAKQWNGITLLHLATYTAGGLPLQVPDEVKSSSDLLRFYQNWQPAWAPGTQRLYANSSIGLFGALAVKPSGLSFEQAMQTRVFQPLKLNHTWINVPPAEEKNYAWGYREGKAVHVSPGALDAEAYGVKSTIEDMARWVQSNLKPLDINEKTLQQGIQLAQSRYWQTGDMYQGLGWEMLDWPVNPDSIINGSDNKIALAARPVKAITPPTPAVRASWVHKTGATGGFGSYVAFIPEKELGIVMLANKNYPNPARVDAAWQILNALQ
#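 20 mM phosphate pH 7.0 + 0.01% (detergent screen) or 0.0001% Triton X-100; 5.3 nM AmpC reagent; cpd preinc 15 min RT; nitrocefin (800 uM stock) to start; A480 q20 s × 4 min; Activity was normalised to no-enzyme and no-compound control wells.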
# AmpC inh no detg: qHTS Inhibitors of AmpC Beta-Lactamase (assay without detergent); AID 485341, 2010; 0.52% of 330,000 active; Potency, µM (titrated, usually from 57.1 µM), for the others: at the highest dose activity change, negative = inhibition, usual class: inhibitors; AmpC nitrocefin hydrolysis, absorbance 480 nm, 0.0001% Triton; P00811;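 also: potency is read from the fitted curve at half-maximal effect; plate controls were no compound for no effect and no enzyme for full effect; nearly all actives have a fitted effect of over 20% in size; some results filed as inactive show a strong effect at the top dose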
#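 20 mM phosphate pH 7.0 + 0.01% (detergent screen) or 0.0001% Triton X-100; 5.3 nM AmpC reagent; cpd preinc 15 min RT; nitrocefin (800 uM stock) to start; A480 q20 s × 4 min; Activity was normalised to no-enzyme and no-compound control wells.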
# An asterisk follows results filed as active; u = inconclusive; x = not tested or not shown; & = joins results of further samples; ! = not confirmed by another sample; [ ] = remark or other dose. Unless noted, calls follow the shape of the dose curve; as a rule, active = well fitted curve in the direction sought with a large enough effect; inconclusive = small, poorly fitted or top-dose-only effect, or another doubt; inactive = no such curve, though single readings can be large; an effect the other way counts as inactive or inconclusive. Hits appear at their usual frequency; 16% or so of the library scored in one or more.
canonical_smiles	Shiga toxin inh	HCMV inh	CHX counter	FBPA Giardia inh	AmpC detergent	AmpC inh no detg	AMA1 RON2 block
CS(=O)(=O)c1ccc(C(=O)NC2CCCc3ccccc32)cc1 (stereo unspecified)	7	x	10	-1%	-9%	-18%	7%
Cc1cc(C)c(C(=O)C[n+]2cccc(C(N)=O)c2)c(C)c1	24	22	-2	7%	0%	-21%	1%
Cn1cc(C(=O)N2CCOCC2)c2ccccc21	-18	-27	-2	0%	0%	-8%	9%
Cc1ccc(N(CC(=O)NCc2ccc(F)cc2)C(=O)c2csnn2)c(C)c1	29	u	-3	-1%	4%	21%	-4%
COc1ccc(O)c(/C=c2/sc3nc4cc(C)c(C)cc4n3c2=O)c1	22	6	13	6%	7%	-30%	-2%
CC(C)(C)C(=O)Nc1ccccc1C(=O)Nc1cccnc1	15	-9	-3	2%	u	-9%	3%
Cc1cc(OCC(O)CN2CCc3ccccc3C2)ccc1Cl (stereo unspecified)	-3	-30	-1	-23%	-14%	28%	2%
O=C(C1=C(O)C(=O)N(CCCN2CCOCC2)C1c1ccncc1)c1cc2ccccc2o1 (stereo unspecified)	-11	x	-5	5%	u	-36%	x
COc1ccc(C(=O)C(C)OC(=O)c2cccc(S(=O)(=O)Nc3cc(Cl)c(OC)cc3OC)c2)cc1 (stereo unspecified)	26	x	-4	-1%	u	-28%	-17%
CCCn1cc(NC(=O)c2cc3n(n2)C(C(F)(F)F)CC(c2ccccc2)N3)cn1 (stereo unspecified)	4	1	-3	9%	-1%	-1%	5%
COc1ccc2cc(S(=O)(=O)N3CCCCCC3)ccc2c1	23	13	10	-6%	2%	-28%	4%
Cc1onc(-c2c(F)cccc2Cl)c1C(=O)N1CCc2ccccc2C1	22	-10	-3	-5%	-11%	29%	-2%
CCCC[C@@H]1C[C@H]1[C@@H](NC(=O)c1cccs1)c1ccc(Cl)cc1	-13	x	-3	-4%	u	u	14%
COc1ccccc1N1C(=O)CC(Sc2nccc(C)n2)C1=O (stereo unspecified)	-23	23	4	-1%	u	-17%	-11%
CC(C)Sc1nc2ccccc2n1CC(N)=O	2	16	1	1%	-18%	-17%	-9%
COc1ccc(C(=O)NCCCOC(=O)c2ccc(OC)cc2)cc1	-9	-8	-3	-14%	1%	-11%	-8%
COCCn1c(N)c(N(Cc2ccccc2)C(=O)CN2C(=O)NC(C)(c3ccccc3)C2=O)c(=O)[nH]c1=O (stereo unspecified)	11	38	-1	x	1%	-6%	-2%
CC1CCC2(CC1)Nc1ccccc1C(=O)N2c1ccccc1 (stereo unspecified)	35	-20	13	4%	u	-37%	-4%
COc1ccc(CC(NC(C)=O)C(=O)NC2CCN(C(=O)Nc3ccc(Cl)cc3)CC2)cc1OC (stereo unspecified)	-10	-16	5	12%	-13%	44%	-6%
COc1ccccc1C1c2[nH]c3ccccc3c2CCN1Cc1cnc(C)s1 (stereo unspecified)	-29	u	-2	0%	-4%	13%	-7%
O=C(NCc1ccc(F)cc1)C1(c2cccs2)CCOCC1	-10	9&35	-4	2%	-1%&-9%	-18%	1%
CC(C)(C)c1ccccc1O	x	-3	x	x	7%	-10%	8%
COc1ccc(NC(=S)N/C(=N/S(=O)(=O)c2ccc(C)cc2)c2ccccc2)cc1	61*	30	34*	-22%	0%	-28%	7%
O=C(Cc1ccccc1)Nc1nnc(-c2cccs2)s1	40	78	25*	2%	u	-27%	26%
Cc1ccc(C(=O)N/N=C2\SCC(=O)N2c2cc(C)ccc2C)cc1	-1	41	4	6%	u	-16%	12%
O=C(CN1CCC(c2nc3ccccc3[nH]2)CC1)Nc1ccc2c(c1)OCO2	-12	-7	-3	9%	u	-28%	7%
c1ccc(-n2ncc3c(N4CCN(c5ccccn5)CC4)nc(N4CCOCC4)nc32)cc1	1	x	-3	5%	-6%	-20%	x
Cc1ccc(C)c(-n2c(-c3ccc(Br)cc3)csc2=NC(=O)c2ccccc2F)c1	-11	-27	-1	-5%	-4%	-16%	-1%
Cc1ccc(-c2csc3ncnc(OCC(=O)NC(=O)NCc4ccco4)c23)cc1	29	-20	15	7%	-17%	3%	9%
Cc1nonc1C1CCCN1Cc1nc(-c2ccc(F)cc2F)oc1C (stereo unspecified)	-7	-69*	6	0%	-2%	45%	-10%

# Given with each value named: entries from further up.
SMILES: COc1ccc2cc(S(=O)(=O)N3CCCCCC3)ccc2c1
  Shiga toxin inh: 23
  HCMV inh: 13
  CHX counter: 10
  FBPA Giardia inh: -6%
  AmpC detergent: 2%
  AmpC inh no detg: -28%
  AMA1 RON2 block: 4%

SMILES: Cc1onc(-c2c(F)cccc2Cl)c1C(=O)N1CCc2ccccc2C1
  Shiga toxin inh: 22
  HCMV inh: -10
  CHX counter: -3
  FBPA Giardia inh: -5%
  AmpC detergent: -11%
  AmpC inh no detg: 29%
  AMA1 RON2 block: -2%

SMILES: CC(C)(C)c1ccccc1O
  Shiga toxin inh: x
  HCMV inh: -3
  CHX counter: x
  FBPA Giardia inh: x
  AmpC detergent: 7%
  AmpC inh no detg: -10%
  AMA1 RON2 block: 8%

SMILES: COc1ccc(NC(=S)N/C(=N/S(=O)(=O)c2ccc(C)cc2)c2ccccc2)cc1
  Shiga toxin inh: 61*
  HCMV inh: 30
  CHX counter: 34*
  FBPA Giardia inh: -22%
  AmpC detergent: 0%
  AmpC inh no detg: -28%
  AMA1 RON2 block: 7%

# Other entries.
canonical_smiles	Shiga toxin inh	HCMV inh	CHX counter	FBPA Giardia inh	AmpC detergent	AmpC inh no detg	AMA1 RON2 block
O=S(=O)(O/N=C1\CCCc2ccccc21)c1ccccc1	14	50	-2	0%	4%	-8%	5%
Cc1ccc(/C=[N+](/[O-])C2SC(=S)N(C)C2(C)C)cc1 (stereo unspecified)	12	11	7	5%	-13%	-12%	-11%
COc1ccc(OCc2cc(C(=O)NC(C)Cn3cncn3)no2)c(Cl)c1 (stereo unspecified)	62*	82	40*	x	3%	27%	-1%
COc1ccc(N(CC(=O)Nc2ccc3c(c2)OCCO3)S(=O)(=O)c2c(C)nn(C)c2C)cc1	11	3	0	-4%	-15%	87%[activator]	-5%
Cc1nc2ccccc2n1C(=O)c1cc(-c2ccc(Br)cc2)nc2ccccc12	35	89	14	1%	-11%	-6%	3%
COC(=O)C(C)Sc1nc2c(cnn2-c2ccccc2)c(=O)[nH]1 (stereo unspecified)	19	2	0	-8%	-2%	-13%	0%
Cc1ccc(C2CC2C(=O)NN)cc1 (stereo unspecified)	-15	8	5	3%	-3%	-3%	48%[activator]
CSc1ccc(C(=S)N2CCCCCC2)cc1	4	-5	1	12%	u	-11%	6%
Cc1nc(SCC(=O)NCc2ccco2)c2c(C)c(C)sc2n1	-6	-35	8	5%	-14%	-8%	12%
Cc1nn(CCCC(=O)NCc2ccccc2)c(=O)c2nn(-c3ccccc3)c(C)c12	-4	u	-1	x	-1%&-2%	10%	-3%
CCN(CC)C(=S)Oc1ccc(Cl)cc1Cl	15	33	-3	-3%	7%	-18%	9%
CCC(=O)NC(c1cc(Cl)c2cccnc2c1O)C1CC1 (stereo unspecified)	x	-95*	x	x	-3%&1%	-7%&-13%	x
CCc1nnc(NC(=O)CC23CC4CC(CC(Br)(C4)C2)C3)s1	45	7	-6	-6%	-1%	-27%	0%
O=S(=O)(c1ccccc1)N1CCC2(CC1)CO2	9	0	6	2%	8%	-12%	4%
Nc1cc(N)nc(SCc2ccccc2)n1	53*	89	41*	1%	-8%	-26%	-5%
CCOC(=O)c1sc(NC(=O)CSc2nc3c(c(-c4ccc(OC)cc4)c2C#N)CCCC3)c(C#N)c1C	-14	-4	-3	5%	-12%	6%	-9%
CCOC(=O)c1[nH]c2ccc(Br)cc2c1NC(=O)CCN1CCC(C(=O)OCC)CC1	-3	27	8	0%	-2%	84%[activator]	1%
Cc1ccc(NC(=O)NCC2CCN(Cc3cccc(Cl)c3)CC2)cc1Cl	-5	-92*!	-3	1%	2%&-8%	23%	-3%
COc1ccccc1NC(=O)Nn1cnnc1	3	-10	-2	1%	u	-10%	2%
Cc1cc(OCC(=O)Nc2cccc(S(=O)(=O)N3CCCC3)c2)ccc1Cl	x	-13	x	x	u	-25%	2%
c1ccc(C2=NNC(c3ccco3)=Nc3ccccc32)cc1	23	u	17*	-4%	5%	-12%	16%
C=C(C)CN1CC[C@]23c4c5ccc(O)c4O[C@H]2c2[nH]c4ccccc4c2C[C@@]3(O)C1C5	-1	x	-4	-12%	-3%	-6%	x
O=C(Nc1ccc(N2CCOCC2)c(Cl)c1)c1cccc(-n2cnnc2)c1	-5	25	-4	x	4%	-4%	11%
CC1CCCCN1CC(O)COCc1ccccc1 (stereo unspecified)	2	u	7	-9%	-9%	-12%	-10%
Cc1onc(-c2ccccc2)c1C(=O)NC(=S)NNC(=O)c1ccc(O)cc1	38	6	7	u	-11%	-37%	48%[activator]
O=C1/C(=C\c2ccccn2)SC(=S)N1Nc1ncc(C(F)(F)F)cc1Cl	-7	x	0	x	0%	-26%	-1%
COc1ccc(OC)c(NC(=O)CSc2nc(O)cc(=O)n2CC(C)C)c1	x	-6	x	x	x	-56%	42%[activator]
CSc1cccc(NC(=O)NNC(=O)C2CCN(S(=O)(=O)N(C)C)CC2)c1	-6	-2	-9	21%	-2%	-23%	67%[activator]
COc1ccc(C(=O)N[C@H](C(=O)NC2CCCCC2)C(C)C)cc1	x	-16	x	x	x	-2%	1%
CN1CCN(CC(O)c2ccccc2)CC1 (stereo unspecified)	2	x	-1	9%	-9%	-2%	x
Cc1ccc(S(=O)(=O)n2cccc2CO)cc1	x	-19	x	x	2%	-15%	-5%
CN(C)/C=C/c1onc(-c2ccccc2Cl)c1C#N	69*	-29	42*	-7%	-8%	-56%	-1%
CC1CCCC(NC(=O)CCn2c(=O)oc3ccccc32)C1C (stereo unspecified)	5	-19	-2	4%	-6%	-17%	28%
O=C(Nc1cc(Cl)ccc1N1CCOCC1)c1ccc(Br)o1	65*	x	69*	x	11%	-13%	4%
CC(C)C1OC(c2cccc(NC(=O)c3cccs3)c2)OCC1(C)C (stereo unspecified)	-3	-22	13	-11%	5%	u	-2%
COc1cccc(C2C(C#N)=C(N)Oc3cc(C)oc(=O)c32)c1OC (stereo unspecified)	-7	14	-4	2%	-9%	-6%	0%
O=C(Nc1cc(N2CCOCC2)ncn1)c1ccccc1	41	6	16*	-2%	-7%	-3%	4%
CC(C)(C)OC(=O)N[C@@H](Cc1ccccc1)C(=O)NCC1CCC(C(=O)O)CC1 (stereo partly specified)	15	-13	0	1%	0%	67%[activator]	-1%
Cc1oc2c(C)c3oc(=O)c(CCC(=O)N4CCC(C(=O)NCCC(=O)O)(c5ccccc5)CC4)c(C)c3cc2c1C	7	0	11	-4%	0%	168%[activator]	6%
